TbREL1 primary: TbREL1 RNA ligase inhibitors, primary screen, biochemical, FRET fluorescence; actives 0.49% (n = 89,000); RNA-editing ligase 1, mitochondrial (Trypanosoma brucei brucei), P86926; TbREL1 RNA ligation; inhibition, % at 9.66 µM;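 active = inhibition above the mean inhibition across all screened compounds plus 3 SD, cut at about 11% in these data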;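 also: 0% = plate median of test wells and 100% = NSC42067 control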
Target sequence (P86926 whole entry, looked up): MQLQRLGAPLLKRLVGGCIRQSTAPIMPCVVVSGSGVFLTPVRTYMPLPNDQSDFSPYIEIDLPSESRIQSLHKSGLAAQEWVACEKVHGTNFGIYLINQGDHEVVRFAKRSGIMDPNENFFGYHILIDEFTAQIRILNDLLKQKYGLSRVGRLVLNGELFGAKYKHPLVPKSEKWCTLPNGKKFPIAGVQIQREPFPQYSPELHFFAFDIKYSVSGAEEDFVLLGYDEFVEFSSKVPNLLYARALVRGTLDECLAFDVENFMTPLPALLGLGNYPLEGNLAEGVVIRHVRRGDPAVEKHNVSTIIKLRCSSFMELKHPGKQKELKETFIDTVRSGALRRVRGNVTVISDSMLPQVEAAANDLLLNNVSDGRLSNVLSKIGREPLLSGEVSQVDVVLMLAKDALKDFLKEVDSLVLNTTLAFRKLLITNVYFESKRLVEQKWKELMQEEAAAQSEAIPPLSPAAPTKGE
The depositor's hits bear a star.

TbREL1 primary,mol
1,Cc1ccc(C(=O)NS(=O)(=O)c2ccccc2)cc1
-7,COc1cc(OC)c(NC(=S)NCc2ccc(F)cc2)cc1Cl
-1,C=CCn1c(C)cc(C(=O)CSc2nnc3n(CCC)c(=O)c4ccccc4n23)c1C
5,O=C(c1cc(C2CC2)on1)N(C1CCCCC1)C1CCCCC1
1,CCc1cccc(C)c1NC(=S)NCc1ccccc1
-2,OCCn1c(-c2ccc(F)cc2)csc1=Nc1ccccc1
-3,C[C@@H]1CN([C@H](C)CO)C(=O)c2cc(NC(=O)Nc3ccccc3)ccc2O[C@@H](C)CCCCO[C@H]1CN(C)S(=O)(=O)c1ccc(F)cc1
5,Cn1c(=O)n(Cc2ccccc2)c(=O)c2c1nc1n2CCCN1Cc1ccccc1
0,COc1ccccc1CNC(=O)COC(=O)c1ccc([N+](=O)[O-])o1
-2,O=C(CCNS(=O)(=O)c1ccccc1C(F)(F)F)NCC(c1ccco1)N1CCCCC1 (stereo not drawn)
1,O=C(O)c1cn(CCOc2ccccc2Cl)c2ccccc12
-4,C[C@H](NC(=O)c1nc[nH]c1C(=O)N1CCN(c2ccccc2)CC1)C(=O)OC(C)(C)C
-3,O=C(O)c1ccc(/C=N/NC(=S)NCCN2CCOCC2)cc1
-2,COc1ccc2sc(C)cc(=O)c2c1
-3,COc1ccc(C(=O)NC(=S)Nc2ccc3c(c2)Cc2ccccc2-3)cc1
1,Cc1nc2cc(NCc3nc4ccccc4n3Cc3ccccc3)ccc2n1C
0,F[B-](F)(F)c1cncnc1
-2,Cc1cccc(C)c1NC(=O)C(c1ccccc1)n1c(=O)c(-c2ccccc2)nc2ccccc21 (stereo not drawn)
0,COc1ccc(C)cc1NC(=O)CCCNC(=O)Cn1cnc2sc(C)c(C)c2c1=O
-1,CCOc1ncccc1C(=O)Nc1ccc(F)c(F)c1
0,Cn1c(SCc2nnc(-c3ccc(F)cc3)o2)nnc1C1COc2ccccc2O1 (stereo not drawn)
-3,COc1ccc(-n2nc(C(=O)Nc3ccc(OC)c(OC)c3)c3c4ccccc4n(C)c3c2=O)cc1
0,CCOc1ccccc1C1N(c2ccc(OC)cc2)C(=O)C2CCCN21 (stereo not drawn)
-5,CC(C)CN(C(=O)COC(=O)c1ccccc1NCc1ccco1)c1c(N)n(Cc2ccccc2)c(=O)[nH]c1=O
-3,CC1=CC(C)(C)n2c(O)c(N=NC(N)=S)c3c(C)ccc1c32

(next part)
TbREL1 primary,mol
0,Cc1cc(O)cc(=O)n1-c1cc(Cl)cc(Cl)c1
4,O=C(NNC(=O)C12CC3CC(CC(C3)C1)C2)c1cccc(O)c1
1,CCCCNC(=O)/C(C#N)=C/c1ccc(F)cc1F
-1,Cc1cccc(NS(=O)(=O)c2cccc([N+](=O)[O-])c2)n1
-1,C#CCn1c(=NC(=O)CN2C(=O)CCC2=O)sc2cccc(OC)c21
0,CCOc1ccc(C)cc1S(=O)(=O)N1CCCCC1
-1,COc1nc(NS(=O)(=O)c2ccc(C)cc2)nc(C)c1Cl
-3,CCN(NC(=O)C(O)(c1ccc(F)cc1)c1ccc(F)cc1)C(=O)c1ccccc1
0,COc1ccc(S(=O)(=O)NC(C)C(=O)NCC2CCCO2)cc1OC (stereo not drawn)
0,COC(=O)c1ccc(COc2ccc(-c3nnn(CC(N)=O)n3)cc2)cc1
0,CCNC(=O)CC(=O)Nc1ccccc1C(=O)O
9,C(=C\c1ccccc1)/C=N/n1cnnc1
2,COc1ccc(Cl)cc1NC(=O)CSc1nnc(Cn2c(=O)sc3ccccc32)n1C
4,O=C(CN(C(=O)CCNC(=O)c1ccco1)c1ccccc1)NC1CCCC1
1,O=C(CCNS(=O)(=O)c1ccc(Br)s1)NCc1ccc2c(c1)OCO2
1,Cc1ccc(N=C2N=C(N)c3ccccc32)c(C)c1
4,Cc1oc2cc3oc(=O)c(CCC(=O)NCCCC(=O)O)c(C)c3cc2c1C
1,COc1ccc([C@H]2CC(=O)C=C(c3ccc4c(c3)OCO4)C2)cc1OC
1,O=C(NCc1cccnc1)c1ccccn1
5,Cc1ccc(NS(=O)(=O)c2cc3c4c(cccc4c2)C(=O)NC3=O)cc1C
-1,CC(C)NC(=O)NC(=O)CSc1nnc(COc2ccccc2Cl)o1
3,CC(C)NC(=O)c1ccc(S(=O)(=O)N(C)C)cc1
-1,N#CCSc1nnc(COc2cccc3ccccc23)n1-c1ccccc1
0,CC(C)(C)NC(=O)CSC(=Nc1ccccc1F)NC#N
7,CCOC(=O)Cc1c(C)c2c(C)[nH]nc2oc1=O

(next part)
TbREL1 primary,mol
0,COc1ccc(-c2cc(C(=O)NN=Cc3cccn3C)[nH]n2)cc1
0,CN(C)c1nnnn1-c1ccccc1Oc1ncc(C(F)(F)F)cc1Cl
3,COC(=O)c1ccccc1NC(=O)c1noc2c1CCC2
1,O=C(Cc1ccc(Cl)cc1)NCCCn1ccnc1
6,CC(Oc1ccccc1F)c1nnc(SCC(=O)N(c2ccccc2)C2CCS(=O)(=O)C2)o1 (stereo not drawn)
0,CCCCNC(=O)c1onc(CSc2ccccc2CC)c1C(=O)O
9,COc1ccccc1C1NC(=O)NC(C)=C1C(=O)OCC1CCCCC1 (stereo not drawn)
-2,O=C(OCc1ccc(F)cc1)c1cc(=O)c2ccccc2o1
-4,Cc1nc(Nc2ccc(S(N)(=O)=O)cc2)oc1C
-7,CCCCN(C)c1c(C)nc2ccc(C(=O)N(C)Cc3ccco3)cn12
6,O=C(OCc1cn(Cc2cccc(F)c2F)nn1)N1CCOCC1
-1,CCCS(=O)(=O)N1CCCC(C(=O)Nc2ccc3c(c2)CCC3)C1 (stereo not drawn)
-8,O=C(NNC(=S)NC1CC2C=CC1C2)c1cccnc1 (stereo not drawn)
-2,CCOc1ccc(-n2c(SCC(=O)Nc3ccc4c(c3)c3ccccc3n4CC)nnc2-c2cccnc2)cc1
6,CCOc1ccc(NC(=O)CCC(=O)N/N=C2\CCCc3ccccc32)cc1
-1,CSc1ccc(S(=O)(=O)NCC(=O)OCC(=O)NCCc2ccccc2)cc1[N+](=O)[O-]
6,O=C(NCc1cccnc1)c1cccnc1-c1nc2ccccc2s1
6,CCC(=O)c1ccc(-c2ccccc2)cc1
6,CCN1CCN(C(=O)CN(C)S(=O)(=O)c2ccc(OC)c(C)c2)CC1
3,C=CCn1c(SCc2c(F)cccc2Cl)nnc1-c1ccco1
4,C=CCn1c(SC(C)C(=O)NCc2ccc3c(c2)OCO3)nc2scc(-c3ccccc3)c2c1=O (stereo not drawn)
-2,COc1ccccc1C(=O)Nc1ccc(S(=O)(=O)N2CCCC2)cc1
0,CCc1nc2ccc(C(=O)NCCCN3CCCC3=O)cn2c1N(CC)CCN(C)C
-1,COc1cccc(C(=O)N2CCC(CCC(=O)Nc3cccc(C)c3)CC2)c1
3,COCCCn1c(=O)cc(C)[nH]c1=S

Pulled by structure from above:
TbREL1 primary,mol
-4,Cc1nc(Nc2ccc(S(N)(=O)=O)cc2)oc1C
-2,CCOc1ccc(-n2c(SCC(=O)Nc3ccc4c(c3)c3ccccc3n4CC)nnc2-c2cccnc2)cc1
-1,CCCS(=O)(=O)N1CCCC(C(=O)Nc2ccc3c(c2)CCC3)C1 (stereo not drawn)
3,C=CCn1c(SCc2c(F)cccc2Cl)nnc1-c1ccco1
1,O=C(Cc1ccc(Cl)cc1)NCCCn1ccnc1
0,CN(C)c1nnnn1-c1ccccc1Oc1ncc(C(F)(F)F)cc1Cl
-7,CCCCN(C)c1c(C)nc2ccc(C(=O)N(C)Cc3ccco3)cn12

(continued)
TbREL1 primary,mol
-2,O=C(Cc1cccs1)N(Cc1ccco1)C1(C(=O)NC2CCCC2)CCCCC1
1,Cc1cccc(Oc2ccccc2NC(=O)c2cnccn2)c1
-1,CN(C(=O)Nc1ccc(Cl)cc1)c1c2c(nn1C)CCCC2
-1,CCOc1cc(N2CCOCC2)c(OCC)cc1NC(=O)Cn1[nH]c(=O)c2ccccc2c1=O
1,N#C/C(=N/Nc1ccccc1[N+](=O)[O-])C(N)=S
0,CC(C)(C)OC(=O)NCCC(=O)N/N=C/c1cccc2nccnc12
4,CC1CCN(C(=O)CSc2nnc(-c3ccc(S(=O)(=O)N4CCOCC4)cc3)n2C)CC1
2,O=C(COc1nncc2ccccc12)NCC(F)(F)F
1,CC1CC(C)CN(S(=O)(=O)c2ccc(NC(=O)CN3C(=O)NC(C)(c4ccccc4)C3=O)cc2)C1 (stereo not drawn)
1,COc1ccc(O[C@H]2C=C[C@@H](c3ccccc3)O[C@@H]2CO/N=C(\C)CCN2CCCCc3nc(C)c(C)cc32)cc1
11,O=C(NC12CC3CC(CC(C3)C1)C2)N1CCN(c2ncccn2)CC1
0,CCCOc1ccc(C2C(=O)N(C3CCCCC3)CC(=O)N2CCC)cc1OC (stereo not drawn)
0,CCN(CC)CCN1CNC(=S)N(c2ccccc2OC)C1
-2,CC1CCN(C(=O)C(=O)c2cn(CC(=O)N3CCCC3)c3ccccc23)CC1
7,NNc1nc(Nc2ccccc2)nc(Nc2ccccc2)n1
7,CS(=O)(=O)c1cccc(C(=O)OCC(=O)NCc2cccs2)c1
5,CC(=O)Nc1ccc(S(=O)(=O)N(C)CC(=O)OCC(=O)N2CCc3ccccc32)cc1
-2,CNc1c(NS(=O)(=O)c2cc(Cl)ccc2OC)c(=O)oc2ccccc12
-1,CCN(CC(=O)Nc1c(F)cccc1F)C(=O)CC1CCCC1
-3,Cc1sc2nc(CSCC(=O)Nc3ccc(N4CCOCC4)cc3)[nH]c(=O)c2c1C
7,O=C(COc1cccc(C(F)(F)F)c1)Nc1ccc2[nH]ncc2c1
-1,COc1ccc(OCC(=O)NNC(=S)NC(=O)c2ccc(Br)o2)cc1
3,O=C(NCCN1CCOCC1)c1cc2c(=O)n3ccccc3nc2n1Cc1ccccc1
1,CN(CC(=O)Nc1ccc(Cl)cc1)C(=O)Cn1[nH]c(=O)c2ccccc2c1=O
1,Cc1oncc1C(=O)Nc1ccc2ccccc2c1

An excerpt from above in order of the TbREL1 primary value, rising:
TbREL1 primary,mol
-1,COc1ccc(OCC(=O)NNC(=S)NC(=O)c2ccc(Br)o2)cc1
1,N#C/C(=N/Nc1ccccc1[N+](=O)[O-])C(N)=S
2,O=C(COc1nncc2ccccc12)NCC(F)(F)F
3,O=C(NCCN1CCOCC1)c1cc2c(=O)n3ccccc3nc2n1Cc1ccccc1
4,CC1CCN(C(=O)CSc2nnc(-c3ccc(S(=O)(=O)N4CCOCC4)cc3)n2C)CC1

(next part)
TbREL1 primary,mol
6,C[C@H](NC(=O)OCc1ccccc1)P(=O)(O)O
-2,O=C(CC(=O)NC1CCCCC1)N/N=C/c1cccc2ccccc12
2,CCOC(=O)N1CCN(CC(=O)Nc2ccc(F)cc2)CC1
-3,Cc1cc(C(=O)CN2C(=O)NC3(CCCC3)C2=O)c(C)n1-c1ccc2c(c1)OCO2
-6,COc1ccc(-n2c(Cc3cccn3C)nnc2SCC(=O)NCc2ccco2)cc1
-3,COc1ccc(C)cc1NC(=S)N1CCN(c2ncccn2)CC1
2,CCOc1ccc(C2Nc3ccccc3C(CC)(CC)O2)cc1 (stereo not drawn)
-2,COC(=O)C1=C(C)N=C2SC(C)C(=O)N2C1c1ccc(C(=O)OC)cc1 (stereo not drawn)
7,Cc1ccc(S(=O)(=O)N(CC(=O)N2CCN(c3ccccc3F)CC2)C2CCCCC2)cc1
-2,COC(=O)[C@@H](NC(=O)Nc1cc(Cl)ccc1C)C(C)C
-3,Cc1ccc(-c2nnc(SCC(=O)CC(=O)Nc3ccccc3)n2-c2ccccc2)cc1
-2,CCCCC1=CC2=C(c3ccco3)C(=O)C(C)(OC(=O)c3ccc(OC)cc3)C(=O)C2=CN1CCCCO (stereo not drawn)
-1,NC(=O)CC(NC(=O)Cc1ccc(Br)cc1)c1ccc(NCc2ccc(F)cc2)c([N+](=O)[O-])c1 (stereo not drawn)
-2,O=C(c1ccccc1)N1CCCc2ccccc21
5,CCOC(=O)c1c(-c2ccccc2)oc2ccc(O)c(CN3CCCC3)c12
-4,Cc1cc(C)n2c(Nc3ccc4c(c3)OCCO4)c(CC(C)C)nc2n1
0,O=C(c1ccc(N2CCOCC2)cc1)c1cccs1
-2,C[C@H]1CN([C@@H](C)CO)C(=O)c2cc(Br)cnc2O[C@@H]1CN(C)S(=O)(=O)c1cn(C)cn1
0,CCCCCN(C(=O)CCC(=O)OCc1ccc(Cl)cc1Cl)c1c(N)n(CCCC)c(=O)[nH]c1=O
0,O=C(NC1CCCCC1)N(Cc1nc2ccccc2c(=O)[nH]1)C1CCCCC1
-4,O=C(NCCCN1CCOCC1)c1cccc(S(=O)(=O)N2CCc3ccccc32)c1
8,N/C(=N\OC(=O)c1cccc2ccccc12)c1cccc([N+](=O)[O-])c1
2,CSc1ccc(/C=C/C(=O)OCC(=O)NC2CC2)cc1
3,COc1ccccc1-n1c(C)nnc1SCC(N)=O
0,CC(C)C(OC(=O)Cn1nnc2ccccc21)C(=O)NC1CCCC1 (stereo not drawn)

The list continues:
TbREL1 primary,mol
-1,O=c1[nH]c(SCc2nc3ccccc3c(=O)n2-c2ccccc2)nc2ccccc12
6,O=C(c1ccccc1)c1ccc(OCCCN2CCCCC2)cc1
-2,COc1ccc(NC(=O)c2cccc(Oc3ccccc3)c2)cn1
1,COc1ccc(S(=O)(=O)N(C)C[C@@H]2Oc3c(NC(=O)Nc4cccc5ccccc45)cccc3C(=O)N([C@@H](C)CO)C[C@H]2C)cc1
-2,COc1cc(C(=S)N2CCOCC2)cc(OC)c1OC(=O)c1cccc(C)c1

Only part of the results is shown; rates above refer to the full screens.
